# Bioassay records as filed in PubChem BioAssay.
# HSF1 inhib: HSF1 inhibitors in luciferase reporter cells, primary screen, cell-based, NIH3T3, luminescence; NIH3T3-HGL HSE-luciferase, MG132-induced, luminescence 8 h; active compounds read low; activity change, negative = inhibition, % at 7.5 µM (by protocol); hit rate 0.77% among 300,000; AID 2098, 2009;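 active = more than half of replicate wells show activity change below -50%, luminescence cut by over half; inconclusive = some wells, but at most half, below -50%; inactive = no replicate well below -50%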;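 note: luciferase reports HSF-1 transcriptional activity via heat shock element; 0% = median of DMSO wells and -100% = zero luminescence signal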
# HSP90 inh: HSP90 inhibitors, primary screen, cell lysate, luminescence; Rabbit reticulocyte lysate, luciferase refolding luminescence, 3 h; hit rate 0.91% among 290,000; inhibition, % at 5.6 µM; AID 1789, 2009;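 active = inhibition above the screen-wide mean plus 3 SD, computed separately per campaign, cut at about 16% in these data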;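 note: 0% = DMSO wells and 100% = 60 µM geldanamycin wells; inhibitors lower the luminescence because luciferase stays unfolded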
# AI-2 QS mod: Vibrio harveyi AI-2 quorum sensing modulators, primary screen, JMH597 strain, luminescence/OD600 ratio | hit rate 0.4% among 300,000 | AID 2094, 2009 | Vibrio harveyi JMH597 AI-2 luminescence/OD600 ratio, 9 h; active compounds read low; strain lacks LuxN and CqsS sensors; 0 = neutral-control median | activity change, % at 7.5 µM; in the data active = activity change below about -75%, passing the limit was not always enough; inconclusive = no clear call, values can overlap the other calls;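 note: luminescence divided by OD600 gain over 9 h not by final OD600 alone; inactives centre near 13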
# HSF-1 act: HSF-1 activators, primary screen, NIH3T3-HGL cells, MG132 stress, luminescence, single point; hit rate 1.7% among 300,000; NIH3T3-HGL HSF-1 luciferase reporter, 8 h; 100% = twice DMSO control signal; activation, % at 9 µM;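 active = mean replicate activation of at least 50% with a set share of replicates each reaching 50%; inconclusive = only one of those two conditions met; inactive = mean below 50% and too few replicates reaching it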;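 note: 0% = median of the neutral control wells and 100% = twice that signal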
# KLF5 inh: KLF5 expression inhibitors, primary screen, DLD-1 cells, luminescence; DLD-1 KLF5 promoter-luciferase reporter; inhibition, % at 5 µM; hit rate 0.23% among 290,000; AID 1700, 2009;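 active = inhibition above a per-plate limit of that plate's mean compound inhibition plus 3 SD, cut at about 60% in these data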;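 note: 0% = DMSO wells and 100% = LY294002 at 200 µM; higher means less KLF5 promoter-driven luciferase light; inactives centre near -14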
# HIF activator: HIF pathway transcriptional activators, primary screen, cell-based, U2OS HRE-luciferase, luminescence; U2OS HRE-luciferase reporter; normalized: DMSO 0%, desferrioxamine 100%; activation, % at 7.5 µM (by protocol); hit rate 0.32% among 300,000;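 active = mean activation of at least 10% of the iron chelator positive control signal, with at least half of replicates also reaching 10%; inconclusive = mean and replicate majority disagree about reaching 10%; inactive = mean and most replicates under 10%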
# IEC-6 tox: cytotoxicity in IEC-6 intestinal epithelial cells, primary screen, cytotoxicity control for KLF5 inhibitor project, cell-based, luminescence; IEC-6 cytotoxicity, luminescence viability; inhibition, % at 5 µM; hit rate 0.78% among 290,000; AID 1825, 2009; in the data active = inhibition above about 22%;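 note: 0% = plate median of test compound wells and 100% = cytotoxic reference compound wells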
# aSyn UTR inh: MLPCN primary screen, SNCA 5' untranslated region | alpha-synuclein 5'UTR reporter, inhibitor activity | inhibition, % (tested at 7.5 µM) | hit rate 0.82% among 300,000; in the data active = inhibition above about 60%; inconclusive = no clear call, values can overlap the other calls;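 note: H4 neuroglioblastoma cells stably carrying SNCA 5'UTR luciferase fusion; 0% = DMSO wells and 100% = positive control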
# HDAC3 inh: HDAC3 deacetylase inhibitors, primary screen, biochemical, fluorescence, cell-free homogeneous. recombinant HDAC3, fluorogenic peptide/trypsin coupled. inhibition, % at 8.3 µM. hit rate 0.15% among 320,000. AID 2718, 2010; in the data active = inhibition above about 26%, passing the limit was not always enough; inconclusive = no clear call, values can overlap the other calls
# Target sequence (O15379 whole entry, looked up): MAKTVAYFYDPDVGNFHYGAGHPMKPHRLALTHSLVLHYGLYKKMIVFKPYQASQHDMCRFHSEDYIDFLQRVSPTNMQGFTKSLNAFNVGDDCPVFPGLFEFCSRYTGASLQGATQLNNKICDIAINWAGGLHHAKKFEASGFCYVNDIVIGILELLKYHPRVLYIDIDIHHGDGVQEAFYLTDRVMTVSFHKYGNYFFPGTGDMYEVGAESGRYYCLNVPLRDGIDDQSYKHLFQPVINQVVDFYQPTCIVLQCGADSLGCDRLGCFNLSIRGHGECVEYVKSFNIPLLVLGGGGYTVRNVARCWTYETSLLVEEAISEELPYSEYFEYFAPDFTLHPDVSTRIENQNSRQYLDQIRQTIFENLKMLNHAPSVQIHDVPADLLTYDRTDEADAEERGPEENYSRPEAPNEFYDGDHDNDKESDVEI
# Platelet DG rel: inhibitors of platelet dense granule secretion, primary screen, cell-based, MLPCN, human platelets; human platelet-rich plasma, SFLLRN dense granule ATP release, luminescence; inhibition, %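 (compounds screened at 7.5 µM in platelet-rich plasma)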; hit rate 0.22% among 300,000;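 active = mean replicate score, as percent of positive control, at or above 50; inconclusive = mean below 50 but at least one replicate at or above 50; inactive = mean and every replicate below 50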
# Active calls of the source: *; ? = inconclusive; . = no result given.
SMILES,HSF1 inhib,HSP90 inh,AI-2 QS mod,HSF-1 act,KLF5 inh,HIF activator,IEC-6 tox,aSyn UTR inh,HDAC3 inh,Platelet DG rel
Cc1ccc(C2=NOC(C)(c3nnc(-c4ccncc4)o3)C2)cc1 (stereo unspecified),-3.8,.,16.7,-16.9,.,0.4,.,-4.4,-2.3,0.1
CC1CN(c2ccc(C(=O)c3ccccc3C(=O)O)cc2[N+](=O)[O-])CC(C)O1 (stereo unspecified),-1.7,0.6,1.2,8.3,-23.8,-0.1,-1.1,-3.1,-1.1,7.4
CO/N=C/C(NC(=O)c1ccc(C(F)(F)F)cc1)C(=O)OC (stereo unspecified),0.4,-0.5,-13.9,3.0,-5.6,0.2,1.8,21.4,0.6,-9.0
Cc1ccc(C(=O)CNc2nc3c(c(=O)[nH]c(=O)n3C)n2Cc2ccccc2)cc1,-1.4,5.2,2.5,-8.4,2.4,-0.6,-3.0,11.5,2.1,-2.5
CCOC(=O)C1C(=O)NC(SCC(=O)Nc2nccs2)=C(C#N)C1c1ccccc1OCC (stereo unspecified),-1.6,-1.7,20.4,16.4,-20.2,-0.6,-0.7,-30.1,9.3,10.8
C=C(C)COc1ccc(-c2[nH]ncc2Oc2cccc(OC)c2)c(O)c1,8.7,-0.4,23.8,4.2,-9.8,-0.7,-4.8,5.6,?,-1.9
CC1CCCN(c2cc(N(C)CCO)c([N+](=O)[O-])c3nonc23)C1 (stereo unspecified),-1.6,-0.5,4.6,0.3,-0.5,-0.3,-0.1,3.9,12.1,7.5
CCOC(=O)C1CCN(CCC(=O)Nc2ccc(Cl)cc2)CC1,0.5,-1.8,11.3,3.7,-45.5,-0.2,3.9,-13.9,2.6,-0.1
C=CCn1c(-c2cc(-c3ccc(C)cc3)nc3ccccc23)n[nH]c1=S,-5.2,-1.9,17.9,-3.8,-10.1,1.7,0.1,-33.7,-0.7,-6.4
COc1ccc(NS(=O)(=O)c2cccc(NC(=O)c3ccc(S(=O)(=O)N4CCCCCC4)cc3)c2)cc1,7.4,1.9,38.5,-10.2,-19.1,-0.7,11.0,9.4,8.8,-16.9
CCC(=O)N1CCN(c2ccc(NC(=O)c3ccccc3)cc2)CC1,-3.3,1.7,19.4,2.3,-37.6,-0.1,0.9,-1.5,11.7,-1.0
CC(=O)NS(=O)(=O)c1ccc(NC(=O)C(Sc2ccccc2)c2ccccc2)cc1 (stereo unspecified),-9.5,-1.4,34.9,-16.1,-40.9,-0.2,0.8,11.9,0.0,1.7
Cc1ccc(OC(=O)c2ccc(C)c([N+](=O)[O-])c2)cn1,1.4,4.1,4.5,-3.2,-27.9,-0.9,7.0,-2.7,5.2,-1.1
O=C(CCC(=O)Nc1ccccc1)NNC(=O)COc1ccccc1,3.4,-0.5,7.8,3.5,-11.3,-0.4,1.3,-1.7,-1.9,10.4
COc1ccc(-c2cc(C(F)(F)F)nc(SCC(=O)N(C)Cc3cn(C)nc3C)n2)cc1OC,4.9,-6.2,19.1,-6.1,-3.0,-0.2,13.1,3.4,8.4,8.0
CN(Cc1ccccc1)C(=O)CCS(=O)(=O)c1ccc2c(c1)NC(=O)CS2,-2.9,-0.2,.,-11.8,4.5,0.5,-0.3,2.1,3.3,12.4
CCn1cc(C(=O)NCCCN(CC(C)C)CC(C)C)c(=O)c2cc(S(=O)(=O)N(C)C3CCCCC3)ccc21,1.6,0.3,6.8,9.1,5.9,0.6,3.7,4.8,10.9,0.5
O=C(NNC(=O)c1ccccc1O)c1ccc(S(=O)(=O)Nc2ccccc2F)cc1,-13.2,.,34.9,-3.6,.,-0.6,.,-19.4,3.0,6.1
COc1cccc(CC(=O)Nc2cc(S(=O)(=O)N3CCOCC3)ccc2N2CCOCC2)c1,1.4,2.9,5.9,3.1,-19.4,-0.1,0.5,28.0,0.1,14.6
CCn1cc(C(=O)OCC(=O)Nc2cc(S(=O)(=O)N(C)C)ccc2C)c(=O)c2ccc(C)nc21,-5.1,5.9,14.1,-5.2,-11.0,-0.2,5.6,9.4,3.9,3.1
CCC(=O)c1ccc(/C=C/c2nc3ccccc3n2C)o1,20.2,8.8,3.3,19.0,-58.9,1.3,4.6,-17.5,-17.7,18.7
O=C(Nc1ccc(CN2CCOCC2)cc1)c1ccc(-c2cccc(Cl)c2)o1,4.1,-2.2,14.7,21.8,-29.9,0.8,-3.5,-83.4,17.1,-1.5
Cc1c(C(=O)NCC2CCCO2)oc2ccc(S(=O)(=O)N3CC(C)CC(C)C3)cc12 (stereo unspecified),-0.8,2.2,2.0,1.5,-13.4,-0.4,-4.1,-35.5,1.9,-19.1
CCOC(=O)C(NC(=O)NCc1ccccc1OC)(OCC)C(F)(F)F (stereo unspecified),-5.2,-2.6,6.1,15.7,-10.8,-0.5,-3.1,-6.7,3.4,4.8
Cc1ccc(C)c(S(=O)(=O)Nc2ccc3oc(C)c(C(=O)O)c3c2)c1,-2.0,-2.0,10.5,-5.6,-2.2,0.5,-1.5,-30.9,-2.5,1.2
CCn1c(CNC(=O)Cc2ccc(OC)cc2)nnc1SCCOc1ccccc1,6.7,-6.9,39.8,-6.3,-7.3,0.4,5.4,8.3,0.7,0.6
CCc1c(C)nc2nc(SCc3ccccc3Cl)[nH]n2c1=O,-3.7,-0.3,11.0,5.0,-13.2,-1.9,-2.3,-8.2,3.6,0.0
CCCNC(=S)NNC(=O)c1cccs1,-1.2,-3.3,26.6,-7.7,-11.2,0.3,1.4,9.6,0.4,-8.8
O=C(CSc1nnc2ccc(-c3ccccn3)nn12)Nc1ccccc1F,-2.2,.,21.4,-0.4,.,0.3,.,-3.9,-3.2,0.9
CCOc1ccccc1-c1noc(CCCC(=O)NC2CCCCC2)n1,19.8,4.8,3.6,63.5*,6.4,0.0,0.2,-17.8,2.9,1.3
O=C(O)c1cc(Cl)c2ccccc2c1O,4.8,5.5,52.3,31.6,-9.5,-0.2,6.3,-3.8,-9.4,1.9
COCCSc1nnc(NC(=O)C2CC(=O)N(C3CCCC3)C2)s1 (stereo unspecified),-3.5,-0.6,21.2,-3.5,-2.4,-0.6,-5.2,18.6,-2.6,20.3
Cc1ccccc1NC(=O)CCSc1nnnn1-c1ccccc1,-4.6,1.3,10.0,-5.0,3.0,-0.2,4.5,4.4,1.8,-0.2
COc1cc2c(cc1OC)C(c1cc([N+](=O)[O-])ccc1O)NCC2 (stereo unspecified),-1.5,-0.2,33.7,-4.7,-30.9,-0.2,0.3,4.5,2.7,3.2
COc1cc(CN(C)C)cc(C=O)c1O,-1.7,1.2,12.0,1.4,-34.9,-0.3,-5.9,1.4,1.9,3.6
Cc1ccc(S(=O)(=O)NC(=O)Nc2ccc(N(C)C)cc2)cc1,2.2,11.7,75.2,-4.7,-28.5,1.3,7.4,-111.2,4.8,-5.0

# By substructure, the compounds so far containing fluorine
SMILES,HSF1 inhib,HSP90 inh,AI-2 QS mod,HSF-1 act,KLF5 inh,HIF activator,IEC-6 tox,aSyn UTR inh,HDAC3 inh,Platelet DG rel
CO/N=C/C(NC(=O)c1ccc(C(F)(F)F)cc1)C(=O)OC (stereo unspecified),0.4,-0.5,-13.9,3.0,-5.6,0.2,1.8,21.4,0.6,-9.0
COc1ccc(-c2cc(C(F)(F)F)nc(SCC(=O)N(C)Cc3cn(C)nc3C)n2)cc1OC,4.9,-6.2,19.1,-6.1,-3.0,-0.2,13.1,3.4,8.4,8.0
O=C(NNC(=O)c1ccccc1O)c1ccc(S(=O)(=O)Nc2ccccc2F)cc1,-13.2,.,34.9,-3.6,.,-0.6,.,-19.4,3.0,6.1
CCOC(=O)C(NC(=O)NCc1ccccc1OC)(OCC)C(F)(F)F (stereo unspecified),-5.2,-2.6,6.1,15.7,-10.8,-0.5,-3.1,-6.7,3.4,4.8
O=C(CSc1nnc2ccc(-c3ccccn3)nn12)Nc1ccccc1F,-2.2,.,21.4,-0.4,.,0.3,.,-3.9,-3.2,0.9

# Continued.
SMILES,HSF1 inhib,HSP90 inh,AI-2 QS mod,HSF-1 act,KLF5 inh,HIF activator,IEC-6 tox,aSyn UTR inh,HDAC3 inh,Platelet DG rel
O=S(=O)(NCCCc1ccccc1)c1ccc(Cl)cc1,-8.2,2.2,-42.2,2.7,6.2,0.0,-3.1,15.4,5.6,5.5
Cc1c(C)c2ccc(OCC(=O)NCCCn3ccnc3)c(C)c2oc1=O,2.8,-3.1,15.2,13.2,11.1,0.3,-10.4,-8.7,-28.5,-26.9
Cc1ccc(C(=O)NC(C(=O)NC2CCCC2)c2ccccc2)cc1 (stereo unspecified),6.2,-5.7,12.7,16.5,-34.4,-0.5,3.6,1.0,-2.9,3.4
CCN1CC(CN(C)Cc2nc(-c3ccc(Cl)cc3)no2)CC1=O (stereo unspecified),-2.0,0.7,24.4,-4.7,-34.0,0.4,-2.9,-5.6,-7.4,-4.1
Cc1cc(=O)oc2c(C)c(OC(=O)c3ccco3)ccc12,-2.7,-2.1,7.7,5.1,3.9,0.1,7.7,-2.6,4.5,7.9
Cc1ccc(C)c(NC(=O)CS(=O)(=O)c2cccc3nsnc23)c1,0.4,-2.6,-3.8,-3.2,-18.0,-5.0,-2.8,8.0,6.2,1.4
O=C(CCc1nc(-c2ccccc2)c(-c2ccccc2)o1)OCc1ccc(Br)cc1,0.2,-1.2,14.6,-0.4,-1.9,0.1,-3.3,-5.3,-0.7,-5.7
CN1C2CCC1CC(NC(=O)c1cc(Cl)cc3[nH]cnc13)C2 (stereo unspecified),5.9,-9.3,5.0,-14.2,-38.6,0.7,-2.4,-9.6,-4.7,1.6
Cc1cccn2c(=O)c3cc(C(=O)NCCC4=CCCCC4)n(C)c3nc12,-1.9,3.5,22.6,-1.8,-7.7,0.3,-7.2,-0.6,-4.7,-1.6
COc1ccc(C(C(=O)NC2CCCC2)N(C(=O)c2ccoc2C)c2ccccc2)cc1 (stereo unspecified),-1.5,-0.9,18.2,24.9,-4.1,0.4,5.1,6.0,-5.8,-12.8
C=CCSc1nnc(NC(=O)Cn2cnc3c2c(=O)n(C)c(=O)n3C)s1,-2.8,2.2,33.7,-6.2,-8.3,-0.2,4.4,-0.8,-1.0,-8.4
